Screens: PubChem, National Center for Advancing Translational Sciences (NCATS)
VP16 counter: inhibits Gal4-VP16 luciferase reporter, ROR gamma counter-screen. Drosophila S2 Gal4-VP16 UAS-luciferase, luminescence, 20 h. Potency, µM (series often up to 53.6 µM), for inactives: at the top dose activity, negative = inhibition, usual class: inhibitors. 310,000 tested, 3.5% active;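 also: Gal4-VP16 expression switched on by copper sulfate through the metallothionein promoter; % is scaled to controls: 0 for no effect and ±100 for the full control effect; nearly all actives have a fitted effect of over 50% in size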
Menin-MLL TR inh: inhibitors of human menin-MLL interaction, mutant MLL peptide. Menin + Texas Red MLL mutant peptide, fluorescence polarization. Potency, µM (doses to about 61.6 µM), without a hit: at the top dose FP activity change, negative = inhibition, hits mostly inhibitors. 270,000 tested, 0.23% active. AID 1768; active = well fitted inhibition curve with a large enough effect in the polarisation, with a control signal flat, not every such curve was filed as active; inconclusive = small, poorly fitted or top-dose-only effect, or effect the other way, or a change in a side signal; inactive = no such curve, though single readings can be large or run the other way; the % refers to the polarisation; also: % of control where 0% means no effect; many of its hits are not listed in these tables
Target sequence (O00255 whole entry, looked up): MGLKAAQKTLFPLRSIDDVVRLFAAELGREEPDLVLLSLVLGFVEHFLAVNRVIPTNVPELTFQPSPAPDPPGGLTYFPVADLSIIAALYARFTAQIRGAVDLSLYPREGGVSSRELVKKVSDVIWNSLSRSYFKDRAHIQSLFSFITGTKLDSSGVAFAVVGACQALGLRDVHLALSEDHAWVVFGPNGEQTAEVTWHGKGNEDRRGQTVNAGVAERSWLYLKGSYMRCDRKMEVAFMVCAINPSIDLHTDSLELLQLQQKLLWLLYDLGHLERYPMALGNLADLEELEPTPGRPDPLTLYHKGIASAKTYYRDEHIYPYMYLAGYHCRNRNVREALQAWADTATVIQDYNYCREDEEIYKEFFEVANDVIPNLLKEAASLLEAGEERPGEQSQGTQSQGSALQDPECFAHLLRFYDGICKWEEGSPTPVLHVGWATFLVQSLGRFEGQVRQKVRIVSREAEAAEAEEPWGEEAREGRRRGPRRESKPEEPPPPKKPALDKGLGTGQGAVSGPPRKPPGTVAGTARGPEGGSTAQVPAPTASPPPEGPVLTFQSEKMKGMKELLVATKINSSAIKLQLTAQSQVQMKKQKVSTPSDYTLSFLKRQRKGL
RORg inh: inhibitors of mouse ROR gamma transcriptional activity | P51450 | Drosophila S2 Gal4-RORgamma UAS-luciferase reporter, 20 h | Potency, µM (doses to about 53.6 µM), for inactives: at the top dose activity change, negative = inhibition, usual class: inhibitors | 310,000 tested, 5.4% active; also: % is scaled to controls: 0 for no effect and ±100 for the full control effect; nearly all actives have a fitted effect of over 60% in size
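Read-out: Photinus luciferase luminescence; inhibitors lower reporter signal. Insect Schneider cells with Gal4-ROR gamma fusion under metallothionein promoter, UAS reporter; 700 uM final copper sulfate induction, 20 hr, ambient temperature.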
Starred values were filed as active, the others as inactive; ? = inconclusive; & = joins results of further samples; [ ] = another dose, or the depositor's remark. Unless noted, calls follow the shape of the dose curve; as a rule, active = well fitted curve in the direction sought with a large enough effect; inconclusive = small, poorly fitted or top-dose-only effect, or another doubt; inactive = no such curve, though single readings can be large; an effect the other way counts as inactive or inconclusive. Potency is read from the fitted curve at half-maximal effect. The list is partial, so the mix of outcomes need not match the whole.

The first 15 records, to show the layout:
Values run as follows: VP16 counter, Menin-MLL TR inh, RORg inh
O=C1[C@H]2[C@H]3[C@H](O)[C@H](O)C/C(=N/OC[C@@H](O)COCc4ccco4)[C@@H]3CC[C@@H]2C(=O)N1C1CCCCC1
    1%[10 µM], -10%[11.7 µM], 5%[10 µM]
COc1ccc(CNc2ccnc(-c3cccc(C#N)c3)n2)c(OC)c1
    ?, 28%, ?
CC(=O)NC(CC(=O)O)C(=O)NC(CCC(=O)O)C(=O)O (configuration not stated)
    -4%, -2%, -10%
CN1CCN(c2ncc3ncc(=O)n(C[C@H]4CCCO4)c3n2)CC1
    1%, -1%, -14%
N#Cc1cccc(CS(=O)(=O)c2nnnn2C2CCCCC2)c1
    6%, 1%, -42%
COCCn1c(=O)c(C)nc2cnc(Oc3cccc(Cl)c3)nc21
    6%, -7%, 4%
COC(=O)N1CCC2(CC1)CN(C(=O)Nc1cccc(C#N)c1)C2
    -18%, 11%, -10%
C=C[C@](C)(O)CCC1C(=C)CC(O)C2C(C)(C)CCCC12C (some centres not stated)
    -27%, -11%, 18%
CC(C)NC[C@H](O)c1ccc2ccccc2c1
    1%, -3%&-8%[24.8 µM], ?
OCc1cccc(Cl)c1Cl
    -3%, 7%, 2%
O=C(O)c1cc(N=Nc2ccc(O)c(C(=O)O)c2)ccc1O
    -8%, 40µM*, 31%
CC(=O)N[C@@H]1C(O)OC(CO)C(O)C1O (some centres not stated)
    -1%, 1%, -12%
O=S(O)S(=O)(=O)O
    -3%, -3%, -18%
CCCCC/C=C\C/C=C\C/C=C\C=C\C(O)CCCC(=O)O (configuration not stated)
    -1%, -9%, 11%
C[C@@H]1O[C@@H](OC[C@H]2O[C@@H](Oc3c(-c4cccc(O)c4O)oc4cc(O)cc(O)c4c3=O)[C@H](O)[C@@H](O)[C@@H]2O)[C@H](O)[C@H](O)[C@H]1O
    -2%, 6%[24.8 µM], 6%

The listing, previewed entries included:
Values run as follows: VP16 counter, Menin-MLL TR inh, RORg inh
O=C1[C@H]2[C@H]3[C@H](O)[C@H](O)C/C(=N/OC[C@@H](O)COCc4ccco4)[C@@H]3CC[C@@H]2C(=O)N1C1CCCCC1
    1%[10 µM], -10%[11.7 µM], 5%[10 µM]
COc1ccc(CNc2ccnc(-c3cccc(C#N)c3)n2)c(OC)c1
    ?, 28%, ?
CC(=O)NC(CC(=O)O)C(=O)NC(CCC(=O)O)C(=O)O (configuration not stated)
    -4%, -2%, -10%
CN1CCN(c2ncc3ncc(=O)n(C[C@H]4CCCO4)c3n2)CC1
    1%, -1%, -14%
N#Cc1cccc(CS(=O)(=O)c2nnnn2C2CCCCC2)c1
    6%, 1%, -42%
COCCn1c(=O)c(C)nc2cnc(Oc3cccc(Cl)c3)nc21
    6%, -7%, 4%
COC(=O)N1CCC2(CC1)CN(C(=O)Nc1cccc(C#N)c1)C2
    -18%, 11%, -10%
C=C[C@](C)(O)CCC1C(=C)CC(O)C2C(C)(C)CCCC12C (some centres not stated)
    -27%, -11%, 18%
CC(C)NC[C@H](O)c1ccc2ccccc2c1
    1%, -3%&-8%[24.8 µM], ?
OCc1cccc(Cl)c1Cl
    -3%, 7%, 2%
O=C(O)c1cc(N=Nc2ccc(O)c(C(=O)O)c2)ccc1O
    -8%, 40µM*, 31%
CC(=O)N[C@@H]1C(O)OC(CO)C(O)C1O (some centres not stated)
    -1%, 1%, -12%
O=S(O)S(=O)(=O)O
    -3%, -3%, -18%
CCCCC/C=C\C/C=C\C/C=C\C=C\C(O)CCCC(=O)O (configuration not stated)
    -1%, -9%, 11%
C[C@@H]1O[C@@H](OC[C@H]2O[C@@H](Oc3c(-c4cccc(O)c4O)oc4cc(O)cc(O)c4c3=O)[C@H](O)[C@@H](O)[C@@H]2O)[C@H](O)[C@H](O)[C@H]1O
    -2%, 6%[24.8 µM], 6%

Remaining list, next part
Values run as follows: VP16 counter, Menin-MLL TR inh, RORg inh
COc1cccc([C@@H]2Oc3ccc(OC)cc3C[C@H]2OC(=O)Nc2cc(OC)c(OC)c(OC)c2)c1
    2%, 10%, -3%
C=CCSSSCC=C
    -5%, -4%, -7%
COc1ccc(NC(=O)N2CC[C@@]3(CCCN(C(=O)c4c(C)noc4C)C3)C2)cc1
    -12%, 2%, 5%
COc1ccc(C2CC(=O)c3c(O)cc(OC4OC(COC5OC(C)C(O)C(O)C5O)C(O)C(O)C4O)cc3O2)cc1O (configuration not stated)
    -3%, 5%[24.8 µM], 7%
CC(C)CC(CSc1ccc(Br)cc1)N1CCN(C)CCC1=O (configuration not stated)
    -11%, -23%, 1%
COc1ccc(C2Oc3cc(OC)cc(OC)c3CC2O)cc1 (configuration not stated)
    11%, -26%, 19%
CC1(C)OC2C[C@](O)(C(N)=O)C[C@H](O)[C@H]2O1 (some centres not stated)
    -9%, 15%, 21%
CN(C)CCCOc1c2ccccc2n(Cc2ccccc2)[n+]1[O-]
    0%, 0%, 4%
COCC(=O)N1CCC[C@@]2(CCN(C(c3ccccc3)c3ccccc3)C2)C1
    -9%, ?, 2%
CCCCCCCCCCCCCC(=O)N[C@@H](C)[C@H](O)c1ccccc1
    -3%, -7%, 2%
COc1cc2c(Nc3ccc(NC(=O)c4ccccc4)cc3)ncnc2cc1OCCCN1CCOCC1
    ?, -16%, ?
COc1c2c(c(C(=O)/C=C/C(C)=C/c3ccccc3)c3c1OCO3)CCN(C)C2
    -12%, 0%, 10%
COc1ccc(CNc2ncncc2-c2ccc(C(=O)N(C)C)cc2)c(OC)c1
    1%, 1%, 0%
COc1cc2ncnc(Nc3cccc(Br)c3)c2cc1OC
    -6%, 18%[24.8 µM], ?
C/C(N[C@@H]1CSCC1O)=C1/C(=O)CC2[C@@H]1C2(C)C (some centres not stated)
    4%, 4%, ?

(cont.)
Values run as follows: VP16 counter, Menin-MLL TR inh, RORg inh
CNc1cc(-c2ccccc2C)ncn1
    16%, -8%, 3%
O=S(=O)(c1ccccc1)N1CCC2(CCCN(c3ccccn3)C2)CC1
    11%, 0%, 16%
C=C[C@@]1(C)CC[C@H]2C(=CC[C@@H]3[C@]2(C)CCC[C@@]3(C)C(=O)O)C1
    0%, -4%, -68%
COc1ccc(C[C@@H]2c3cc(OC)c(OC)cc3CC[N@+]2(C)CCC(=O)OCCCCCOC(=O)CC[N@@+]2(C)CCc3cc(OC)c(OC)cc3[C@H]2Cc2ccc(OC)c(OC)c2)cc1OC
    -3%[17 µM], -2%[24.8 µM], 16%[2.98 µM]
CC[C@@H]1/C=C(\C)C[C@H](C)C[C@H](OC)[C@H]2O[C@@](O)(C(=O)C(=O)N3CCCC[C@H]3C(=O)O[C@H](/C(C)=C/[C@@H]3CC[C@@H](O)[C@H](OC)C3)[C@H](C)[C@@H](O)CC1=O)[C@H](C)C[C@@H]2OC
    ?, -30%, 18%
O=c1n(-c2ccccc2)c(=O)n2n1CC[C@H]1/C(=N\OC[C@@H](O)COCc3ccco3)[C@H]3O[C@@H]3[C@@H](O)[C@@H]12
    -3%&-6%[10 µM], 2%&-1%[11.7 µM], 0%&15%[10 µM]
COCC(=O)N1CCC2(CCCN(c3ccccc3)C2)CC1
    -5%, -18%, -8%
Cc1csc(-c2nc3ccccc3n2C)n1
    -24%, -15%[24.8 µM], ?
O=C(O)CCc1c(C(=O)O)[nH]c2cc(Cl)cc(Cl)c12
    -8%, 20%, 12%
OCc1ccccc1
    3%, -3%, 1%
CO[C@H]1COC(=O)C/C=C\[C@H](C)[C@@H](OC)COC(=O)[C@H](C)COC(=O)C/C=C\[C@@H]1C
    -2%[10 µM], 0%[11.7 µM], 5%[10 µM]
COc1ccc(C(=O)N2CCC3(CC2)CN(CC(C)C)C3)cc1
    1%, 0%, 16%
CC(C)[C@@H](CC(=O)N[C@@H]1CCCC[C@H]1C(=O)N[C@H](CC(=O)N[C@@H](CCC(=O)O)CC(=O)O)Cc1ccccc1)NC(=O)C[C@H](CO)NC(=O)[C@@H]1CNCC[C@H]1N
    -4%, 5%, 0%
CN1CCCC2(CCN(C(=O)c3cnccn3)CC2)C1
    -10%, -11%, -2%
C[C@]12CC[C@H]3c4ccc(O)cc4CC[C@@H]3[C@H]1CC[C@@H]2OP(=O)(O)O
    -9%, 7%, 2%[10 µM]

(list continues)
molecule,VP16 counter,Menin-MLL TR inh,RORg inh
COc1cc2c(C)c3c4c(cc(OC)c(OC)c4c2cc1OC)CCN3C,-15%,?,41%
COc1ccc(CNc2nc(-c3c(C)noc3C)nc3ccccc23)c(OC)c1,8%,18%,12%
Cn1c(=O)c2c(ncn2C[C@@H](O)CO)n(C)c1=O,4%[17 µM],-8%[24.8 µM],-9%[2.98 µM]
COc1ccccc1-c1nc(NCCN2CCOCC2)c2ccccc2n1,-14%,5%,-30%
Cn1c(=O)c(-c2cccc(F)c2)nc2cncnc21,-1%,-6%,-28%
CCOc1ccc(C=C2SC(=O)N(CCN)C2=O)cc1,-2%,-1%,0.63µM*
C[N+]12CCC(CC1)[C@@H](OC(=O)C(O)(c1ccccc1)c1ccccc1)C2,-1%[17 µM],-4%[24.8 µM],-2%[2.98 µM]
COc1ccc(-c2c(O)c3c(OC)c4c(cc3oc2=O)OC(C)(C)CC4)cc1,-12%,9%,-1%
Oc1c(CN2CCOCC2)cc2c(c1-c1c(O)c(CN3CCOCC3)cc3c1CCCC3)CCCC2,-9%,-6%,19%
O=c1cc(-c2ccccc2O)oc2ccc3ccccc3c12,7.1µM*,?,6.3µM*

(cont.)
molecule,VP16 counter,Menin-MLL TR inh,RORg inh
CC(=O)c1ccc(C2C=CC(Oc3ccc(-c4ccccc4)cc3)C(CO)O2)cc1 (configuration not stated),4%[10 µM],-7%[11.7 µM],22%[10 µM]
Cc1noc(C)c1-c1cncnc1-n1ccnc1,-8%,9%,-7%
O=C(c1ccco1)N1CCC[C@@]2(CCN(c3ccccc3)C2)C1,?,-9%,-19%
CC(C)(C)OC(=O)NCCCC1=CC2=CC(=O)C(C)(OC(=O)C3CCCC3)C(=O)C2=CO1 (configuration not stated),3%,-8%,26%
COCCn1c(=O)c(C)nc2cnc(N3CCOCC3)nc21,4%,-7%,-5%
CC#CCOCC/C=C1/c2ccccc2C(OC)C1C (configuration not stated),-1%[10 µM],0%[11.7 µM],-1%[10 µM]
CC(=O)OC1CC2C(C)(C)C(O)CC[C@@]2(C)C2CC[C@@]3(C)C(c4ccoc4)OC(=O)C4O[C@@]43[C@]12C (some centres not stated),-29%,5%,-20%
CC1COC(=O)O1 (configuration not stated),-6%,1%,0%
CC/C=C\C/C=C\C/C=C\CCCCCCCCCC(=O)O,-1%,0%,-21%
CC[C@H](C)[C@H](NC(=O)[C@H](Cc1ccc(O)cc1)NC(=O)[C@H](Cc1cnc[nH]1)NC(=O)[C@H](CCCNC(=N)N)NC(=O)[C@H](CC(C)C)NC(=O)[C@H](C)NC(=O)[C@H](CO)NC(=O)[C@H](Cc1ccc(O)cc1)NC(=O)[C@H](Cc1ccc(O)cc1)NC(=O)[C@H](CCCNC(=N)N)NC(=O)[C@H](C)NC(=O)[C@H](CCSC)NC(=O)[C@H](CC(=O)O)NC(=O)[C@H](CCC(=O)O)NC(=O)[C@H](C)NC(=O)[C@@H]1CCCN1)C(=O)N[C@@H](CC(N)=O)C(=O)N[C@@H](CC(C)C)C(=O)N[C@H](C(=O)N[C@H](C(=O)N[C@@H](CCCNC(=N)N)C(=O)N[C@@H](CCC(N)=O)C(=O)N[C@@H](CCCNC(=N)N)C(=O)N[C@@H](Cc1ccc(O)cc1)C(N)=O)[C@@H](C)O)[C@@H](C)CC,-5%,1%,-3%
